Screening results (PubChem BioAssay)
All columns: NCI-60 one-dose screen, growth in % after 48 h at 10 µM unless noted; 100 = growth as untreated, 0 = no growth, -100 = all killed.
LOX IMVI: LOX IMVI melanoma; 79,000 tested, 7.4% active
SK-MEL-28: SK-MEL-28 melanoma. AID 1794761. 81,000 tested, 4.1% active
SK-MEL-2: SK-MEL-2 melanoma; 77,000 tested, 4.7% active; AID 1794763
MALME-3M: MALME-3M melanoma. 78,000 tested, 5.8% active
UACC-62: UACC-62 melanoma; 81,000 tested, 5.4% active; AID 1794756
HS 578T: HS 578T breast cancer. 78,000 tested, 4.1% active
SK-MEL-5: SK-MEL-5 melanoma. 80,000 tested, 6.4% active
UACC-257: UACC-257 melanoma. 78,000 tested, 4.4% active. AID 1794764
* marks the source's active call; other numbers are inactive results; x = not tested or not shown; & = joins results of further samples. Rule for the calls: active = growth percent below 10; inactive = the rest. Hits appear at their usual frequency (roughly 11% active in at least one column).

entry	Compound	LOX IMVI	SK-MEL-28	SK-MEL-2	MALME-3M	UACC-62	HS 578T	SK-MEL-5	UACC-257
1	O=C(CSc1nc(NC(=O)CN2CCN(c3cc4c(cc3F)c(=O)c(C(=O)O)cn4C3CC3)CC2)cc(=O)[nH]1)Nc1ccc(Cl)cc1	94	103	103	103	92	98	97	98
2	CCOCC(C)C(OCC)OCC (configuration not stated)	103	99	x	116	96	99	100	x
3	CC(C)(C)Nc1nc2c(OCCc3ccccc3)cccn2c1-c1cccc(F)c1	-83*	15	-81*	-11*	-7.7*	-4.9*	-82*	1.3*
4	CC[C@H](Nc1ncnc2nc[nH]c12)c1nc2cccc(CC(=O)c3ccc(C(=O)NO)cc3)c2c(=O)n1-c1ccccc1	92	90	77	56	80	72	97	54
5	COCc1cc2c(cc1Br)OCO2	96	99	97	99	100	101	107	101
6	CC1=C(C(=O)c2cnccn2)C(c2cccc(Oc3ccccc3)c2)NC(=O)N1 (configuration not stated)	95	107	104	100	93	99	100	108
7	NS(=O)(=O)c1ccc(Br)cc1	98	104	101	103	x	110	104	88
8	O=C1CNC(c2ccccc2)C(c2ccccc2)N1 (configuration not stated)	92	171	95	87	97	86	104	102
9	NC1=C(C/C(N)=N\O)C(c2ccccc2Cl)c2c(ccc3ccccc23)O1 (configuration not stated)	x	80	90	59	52	84	87	96
10	O=C(Nc1ccc(OCc2ccccn2)c(Cl)c1)c1cnccn1	96	96	104	107	94	104	92	105
11	N#C/C(=C\c1ccc2c(c1)OCO2)C(N)=O	94	111	104	68	91	107	95	94
12	CC1(CO)CCCC1NCCNC1CCCC1(C)CO (configuration not stated)	99	108&104	110&90	103&116	102&99	106&112	101&100	100
13	N=C(N)SCc1ccccc1Cl	102	116	101	104	106	118	109	110
14	O=C(O)c1ccc(I)cc1	96	117	101	94	107	109	99	98
15	O=C(Nc1cc(F)ccc1C1=NCC(CO)O1)c1ccccc1 (configuration not stated)	99	95	103	131	87	111	98	107
16	O=c1[nH]c(NCc2nnnn2-c2cccc(Br)c2)nc2sc3c(c12)CCCC3	98	113	94	121	88	91	100	84
17	Nc1c(C(=O)Nc2cccc3cccnc23)sc2nc3c(cc12)CN(Cc1ccccc1)CC3	90	92	113	99	96	107	96	116
18	COc1ccc(C=NCCN=Cc2ccc(OC)cc2)cc1	100	113	106	116	110	104	106	106
19	O=C(N/N=C/c1cccc(O)c1)c1ccc2nc(-c3ccc(Cl)cc3)[nH]c2c1	85	84	76	41	80	73	31	98
20	Cc1nn(-c2ccc(Cl)cc2)c2ncnc(N/N=C/c3cccc([N+](=O)[O-])c3)c12	93	105	99	97	109	99	105	103
21	CCOC(=O)C(Br)C(Br)c1ccccc1 (configuration not stated)	89	104	100	87	98	116	102	98
22	CC(=O)[C@@]1(O)CC[C@H]2[C@@H]3CCC4=CC(=O)CC[C@]4(C)[C@H]3[C@H](O)C[C@@]21C	95	103	94	99	100	114	106	102
23	CCc1ccc2c(c1)N(CCO)C1=C(C(=O)OC1)C2c1cccc(Cl)c1 (configuration not stated)	44	50	x	x	22	7.5*	32	62
24	CN(C)c1ccc(/C=C2\C(=O)Nc3c2ccc(Cl)c3Cl)cc1	103	111	101	88	87	104	83	42
25	CC(=O)N(N=O)c1ccc([N+](=O)[O-])cc1Cl	73	69	73	59	28	x	19	45
26	O=[N+]([O-])c1cccc2cc(Br)cnc12	101	102	106	186	98	113	103	112
27	O=C1NC2C(NC(=O)N2Cl)N1Cl (configuration not stated)	100	119	102	86	93	107	108	87
28	Clc1ccc2c(c1)CCc1cccnc1C2=C1CCNCC1	89	113	x	125	102	82	92	86
29	OCCOc1cc(Cl)cc(Cl)c1	101	110	107	106	101	104	106	106
30	COc1ccc(C2C3=C(COC3=O)N(CCO)c3cc(OC)ccc32)cc1 (configuration not stated)	94	106	x	x	92	90	98	108
31	COCC(O)CN1CCN(Cc2ccc(OC)cc2)CC1 (configuration not stated)	x	117	117	110	108	x	103	110
32	CC(=O)OC[C@H]1OC(Sc2sc(C(=O)c3ccc(Br)cc3)c(N)c2-c2nc3ccccc3s2)[C@H](OC(C)=O)[C@@H](OC(C)=O)[C@H]1OC(C)=O (some centres not stated)	97	104	112	98	60	95	36	104
33	Cc1ccc2c(n1)C(=O)C(Cl)=C(Nc1ccccc1C(C)C)C2=O	15	66	64	43	45	100	69	25
34	Cc1ccc2c(N)c(C(=O)Nc3ccc(B(O)O)cc3)sc2n1	x	74	93	87	84	x	52	103
35	C1CC(=NN=C2CCSCC2)CCS1	99	105	110	110	93	84	x	103
36	C[C@H](C(=O)N[C@@H](Cc1ccc(-c2ccc(S(=O)(=O)O)cc2)cc1)C(=O)NC1CC(C)(C)NC(C)(C)C1)c1ccc(-c2ccccc2)c(F)c1	106	115	107	103	102	102	94	74
37	CO[C@@H]1CSS[C@H]1Cn1nc(-c2ccc(Oc3ccccc3)cc2)c2c(N)ncnc21	54	-0.7*	65	63	-11*	73	26	41
38	COCOc1cc2c(=O)c(C)c(C(=O)N[C@@H](Cc3ccccc3)C(=O)C(=O)NCCc3ccc(OC)cc3)oc2cc1OC	99	116	107	124	79	109	95	108
39	CC(=O)Nc1ncc2c(n1)-c1ccc(C(=O)OC(C)C)n1CC2	100	111	102	98	99	104	101	119
40	NC(=O)c1ccsc1Nc1ccnc(C(F)(F)F)c1	x	115	x	107	125	x	99	106
41	O=c1c2sc3ncccc3c2nc2ccccn12	98	113	116	112	92	102	x	111
42	CC(=O)O[C@H]1CC[C@@]2(C)[C@@H](CC[C@@H]3[C@@H]2CC[C@@]2(C)[C@H]3CC[C@]2(O)C(C)=O)C1	99	103	117	100	91	97	94	109
43	Cc1ccc(NC(=O)[C@H]2C[C@@H]2CN2CCN(C)CC2)cc1Nc1nccc(-c2cccnc2)n1	95	104	100	105	108	105	x	110
44	COc1cc(C2CC(C3C(=O)N(C)C(=O)N(C)C3=O)=NN2c2ccc(Cl)cc2)cc(OC)c1OC (configuration not stated)	94	106	99	100	83	96	99	106
45	CCOc1ccccc1CNC(=O)C1c2ccccc2C(=O)N(CC(C)C)C1c1cccs1 (configuration not stated)	x	110	103	98	105	110	103	106
46	CN1CCN(Cc2ccc(NC(=O)c3cncc(C#Cc4nc(N)nc5[nH]ncc45)c3)cc2C(F)(F)F)CC1	88	94	92	69	89	99	90	83
47	O=C(O)c1ccc(-n2c(-c3ccccc3)nc(-c3ccccc3)c2-c2ccccc2)cc1	93	105	x	103	100	95	93	96
48	Nc1nc(-c2ccccc2Cl)nn1-c1nc2ccccc2s1	106	102	105	102	96	108	104	102
49	COc1ccc(/C=C/CO)cc1	96	113	100	104	x	94	101	x
50	CC(C)[C@H]1COC(=O)N1[C@@H]1C(=O)N([C@@H](CCC(=O)N2CCN(C3CCCC3)CC2)C(=O)N[C@@H]2CCCc3ccccc32)[C@@H]1/C=C/c1cccc(Cl)c1	-18*	72	60	82	68	64	12	20
51	COc1cc(/C=C/c2c(C(C)=O)c(C)nc3ccccc23)cc(OC)c1OC	39	54	48	53	40	-17*	31	60
52	CC(=O)O[C@H]1C[C@@]2(C)[C@@H]3CCC(C(C)C)=CC3=CC[C@@H]2C(C)(C)C1=O	98	111	103	112	86	100	111	106
53	CN1CCN(CC#CCOC(=O)CNC(=O)[C@]2(C)CC[C@]3(C)CC[C@]4(C)C(=CC(=O)[C@@H]5[C@@]6(C)CCC(=O)C(C)(C)[C@@H]6CC[C@]54C)[C@@H]3C2)CC1	104	105	95	106	96	89	102	91
54	O=C1/C(=C/c2ccc(F)c(F)c2)CN(C(=O)C(Cl)Cl)C/C1=C\c1ccc(F)c(F)c1	-90*	-93*	-53*	-80*	-85*	-39*	-95*	-75*
55	CCOC(=O)c1[nH]c(CCl)c(C(=O)OCC)c1C	93	110	112	119	102	107	99	113
56	Cc1cc(C(=O)c2ccccc2Cl)ccc1O	98	103	x	97	90	98	88	100

Remaining list, next part
entry	Compound	LOX IMVI	SK-MEL-28	SK-MEL-2	MALME-3M	UACC-62	HS 578T	SK-MEL-5	UACC-257
57	O=c1[nH][nH]c(=O)c2ccccc12	97	102	128	99	101	112	100	99
58	COc1ccccc1Nc1nnc(-c2ccc(O)cc2)o1	55	77	81	75	71	39	65	92
59	CCOC(=O)c1nn(C)c2[nH]c(=O)n(C)c(=O)c12	x	106	92	x	107	101	107	106
60	c1ccc2c(c1)CCC2c1cc2ccccc2o1 (configuration not stated)	95	111	106	90	99	94	x	108
61	O=c1[nH]cc([N+](=O)[O-])c(=O)[nH]1	110	97	114	104	102	122	110	102
62	CCOC(=O)c1cnc2sc(-c3ccc(OC)cc3)nc2c1Cl	87	99	102	76	89	89	84	101
63	Clc1cccc(N/N=C/c2c[nH]c3ccccc23)n1	18	80	73	51	55	28	42	68
64	c1ccc(Cc2cccc[n+]2C(c2ccccc2)c2ccccc2)cc1	58	42	12	23	38	91	14	7.4*
65	O=C1/C(=C/c2cccc(Cl)c2)CCc2ccccc21	91	106	x	100	98	110	101	x
66	CCN(CC)CCCNc1nc(SC)nc(-c2cccc([N+](=O)[O-])c2)c1C#N	95	98	110	95	93	99	97	102
67	CCCCC(CC)COC1CCS(=O)(=O)C1 (configuration not stated)	95	106	x	119	98	115	99	94
68	c1cc2c(cc1-c1cnc3nonc3n1)OCCO2	90	120	103	113	80	80	107	90
69	CCOC(=O)C1CCN(c2ccc(N3C[C@@H](CNCc4ccc(C(=N)N)cc4)OC3=O)cc2)CC1	96	105	112	83	97	102	103	102
70	NC(c1ccccc1)c1cccs1 (configuration not stated)	97	106	116	90	106	93	101	x
71	C1CN(CC2CCC(CN3CCOCC3)O2)CCO1 (configuration not stated)	93	105	107	-4.4*	106	104	105	103
72	CC(C)Oc1ccc(/C=C2/NC(=O)NC2=O)cc1	101	110	104	100	100	105	100	121
73	Cc1cc(Nc2nc(N3CCC(N4CCN(C)CC4)CC3)nc3ccccc23)n[nH]1	62	101	70	103	92	87	95	89
74	CS(=O)(=O)c1ccc(N2N=C(c3ccc(O)c(Cl)c3)CCC2=O)cc1	89	94	106	84	100	80	77	97
75	NC(=O)CC(NC(=O)C(F)(F)F)C(=O)O (configuration not stated)	100	103	x	x	x	106	96	97
76	O=C(CSc1nnc(CN2CCN(c3cc4c(cc3F)c(=O)c(C(=O)O)cn4C3CC3)CC2)o1)c1cccc(Br)c1	71	104	90	100	72	95	93	96
77	Cc1ccc(C2=Nn3c(NN)nnc3SC2)cc1	102	112	88	106	105	97	102	79
78	CCc1c(C)c2ccc3oc(=O)c(=O)[nH]c3c2oc1=O	100	113	111	109	101	106	96	114
79	Cc1cccc2[nH]c(=O)cc(-n3ncc(C#N)c3N)c12	99	115	108	99	92	100	98	103
80	CCOC(=O)/C(C#N)=C\c1c[nH]c2ccccc12	93	206	105	116	85	116	106	105
81	CCCCCC(=O)C(=O)c1ccc(O)cc1O	100	132	110	86	97	139	97	110
82	Clc1cccc(NC2=NCCN=C(Nc3cccc(Cl)c3Cl)SS2)c1Cl	68	85	x	110	68	95	92	100
83	N#CC1(C#N)C2=C(CCCC2)NC(c2ccco2)C1(C#N)C#N (configuration not stated)	93	109	106	103	109	96	104	103
84	COc1ccc(N)c([N+](=O)[O-])c1	91	108	91	127	106	105	114	98
85	CCOC(=O)CCN(Cc1ccccc1)C(=S)Nc1ccccc1	105	106	104	102	97	108	100	101
86	O=C1CCC(C(=O)NNc2ccc(Br)cc2Br)N1 (configuration not stated)	50	102	98	99	72	99	97	99
87	CCOC(=O)CC(C(=O)OCC)N1CCCCC1 (configuration not stated)	98	117	111	113	111	112	x	102
88	CCOC(=O)C1=C(C)OC(N)=C(C#N)C1c1cc(=O)oc2ccc(OC)cc12 (configuration not stated)	98	104	103	116	96	119	105	104
89	CC(/C=C1\SC(=S)N(N2CCOCC2)C1=O)=C\c1ccccc1	100	106	99	95	87	100	98	100
90	Cn1c(O)c(C(=Nc2ccccc2N)c2ccccc2)c(=O)n(C)c1=O	96	104	81	91	89	77	108	92
91	COc1cc(-c2nn(C(C)(C)C)cc2-c2ccnc(NCCCNS(=O)(=O)c3ccc(Br)cc3)n2)ccc1Cl	67	87	84	95	54	78	82	96
